POLB inh: inhibitors of human DNA polymerase beta | Potency, µM (series often up to 114 µM), without a hit: at the top dose activity change, negative = inhibition, most hits filed as inhibitors | Pol beta primer extension/strand displacement, fluorescence kinetic | 1.3% of 340,000 active | P06746; further: on the % scale 0 is the no-effect control and ±100 the full control effect
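Pol beta (10 nM) and compounds were preincubated 15 min at room temperature, then 50 nM substrate (final) started primer extension/strand displacement. Reads were taken at 0 and 10 min; concentration-response data were fitted to a four-parameter Hill equation.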
APEX1 inh: blocks human APE1 abasic DNA cleavage; P27695; recombinant APE1, TAMRA/BHQ-2 abasic DNA cleavage fluorescence; Potency, µM (titrated, usually from 65.8 µM), without a hit: top-dose activity change, negative = inhibition, actives largely listed as inhibitors; 0.35% of 350,000 active; AID 2517;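 further: plate controls were vehicle for no effect and reference inhibitor for full effect; nearly all actives have a fitted effect of over 55% in size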
Target sequence (P27695 whole entry, looked up): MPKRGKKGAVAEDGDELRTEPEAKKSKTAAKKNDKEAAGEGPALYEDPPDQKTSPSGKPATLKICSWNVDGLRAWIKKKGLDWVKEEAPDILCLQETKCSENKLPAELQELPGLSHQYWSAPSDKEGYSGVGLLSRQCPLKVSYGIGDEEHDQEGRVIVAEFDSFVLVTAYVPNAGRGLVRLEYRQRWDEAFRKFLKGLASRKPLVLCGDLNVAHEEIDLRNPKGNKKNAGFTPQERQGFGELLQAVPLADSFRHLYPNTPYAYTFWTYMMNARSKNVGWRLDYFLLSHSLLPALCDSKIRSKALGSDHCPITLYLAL
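Kinetic fluorescence read (525 ex/598 em nm, three reads 60 s apart) of AP-site incision; signal = third minus first read. Enzyme 0.75 nM, dual-labelled THF duplex 50 nM, compound preincubation 15 min RT.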
BLM helicase inh: inhibitors of human Bloom syndrome helicase BLM. P54132. recombinant BLM DNA unwinding, fluorescence dequenching. Potency, µM (series often up to 56.1 µM), for the others: at the highest dose activity change, negative = inhibition, most hits filed as inhibitors. 0.2% of 350,000 active;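 further: plate controls were vehicle for no effect and no enzyme for full effect; nearly all actives have a fitted effect of over 35% in size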
Pol iota inh: blocks human DNA polymerase iota activity; Q9UNA4; Pol iota fluorescent replication assay, 10 min; Potency, µM (top dose mostly 115 µM), inactives show at the top dose activity, negative = inhibition, usual class: inhibitors; 1% of 390,000 active
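Fluorescent replication assay read twice, at 0 min and 10 min after adding 50 nM (final) substrate. Enzyme (10 nM) and compounds were first incubated 15 min at room temperature; enzyme-free buffer wells were negative controls.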
Pol eta inh: DNA polymerase eta (human) inhibition; recombinant Pol eta, fluorescent DNA replication assay; Potency, µM (series often up to 114 µM), inactives show at the highest dose activity change, negative = inhibition, most hits filed as inhibitors; 1.2% of 390,000 active; Q9Y253; AID 588591; further: on the % scale 0 is the no-effect control and ±100 the full control effect
Target sequence (Q9Y253 whole entry, looked up): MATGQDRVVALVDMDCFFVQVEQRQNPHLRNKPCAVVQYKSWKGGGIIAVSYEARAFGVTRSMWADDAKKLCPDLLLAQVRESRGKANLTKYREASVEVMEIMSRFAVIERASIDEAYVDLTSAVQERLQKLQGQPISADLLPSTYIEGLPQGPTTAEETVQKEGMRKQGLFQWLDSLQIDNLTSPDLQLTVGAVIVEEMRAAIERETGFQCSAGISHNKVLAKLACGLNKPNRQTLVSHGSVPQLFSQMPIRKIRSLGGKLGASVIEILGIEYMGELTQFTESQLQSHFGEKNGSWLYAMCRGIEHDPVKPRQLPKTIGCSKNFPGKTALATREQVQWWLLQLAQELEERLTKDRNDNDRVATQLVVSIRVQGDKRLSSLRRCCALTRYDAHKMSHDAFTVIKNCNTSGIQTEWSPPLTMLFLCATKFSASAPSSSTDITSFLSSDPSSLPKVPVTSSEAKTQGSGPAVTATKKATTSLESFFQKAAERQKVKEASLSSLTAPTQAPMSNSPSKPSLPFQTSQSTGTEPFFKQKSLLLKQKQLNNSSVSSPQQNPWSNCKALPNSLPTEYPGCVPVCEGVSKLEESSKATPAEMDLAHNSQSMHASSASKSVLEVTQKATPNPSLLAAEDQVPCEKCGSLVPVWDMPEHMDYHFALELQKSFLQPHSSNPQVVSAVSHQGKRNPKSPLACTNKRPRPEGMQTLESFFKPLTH
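Pol eta (10 nM) was preincubated with compounds for 15 min at room temperature, after which fluorescent replication substrate (50 nM final) was added to start the reaction. Fluorescence was read kinetically at 0 and 10 min.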
BAZ2B inh: BAZ2B (human) inhibition; AlphaScreen BAZ2B-H3K14Ac peptide displacement; Potency, µM (series often up to 114 µM), without a hit: top-dose activity change, negative = inhibition, hits mostly inhibitors; 4.4% of 360,000 active; AID 504333; further: on the % scale 0 is the no-effect control and ±100 the full control effect; nearly all actives have a fitted effect of over 60% in size
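Inhibition is scored as reduced AlphaScreen emission. The BAZ2B/b-H3(5-23)K14Ac complex (50 nM each) in PBS pH 7.4, 0.01% Tween-20 meets compound (up to 110 uM) for 30 min at RT before bead addition.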
G9a block: blocks human histone lysine methyltransferase G9a | 8.8% of 350,000 active | Potency, µM (top dose mostly 102 µM), for inactives: at the top dose activity, negative = inhibition, actives largely listed as inhibitors | G9a H3K9 monomethylation, AlphaScreen, 2 h; further: on the % scale 0 is the no-effect control and ±100 the full control effect; nearly all actives have a fitted effect of over 75% in size
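Quantitative HTS format: methyltransferase activity on a biotin-tagged H3K9 peptide is measured by AlphaScreen, using a rabbit anti-monomethyl-H3K9 antibody with streptavidin donor and anti-IgG acceptor beads. Final levels are 20 nM enzyme, 500 nM peptide, 20 uM SAM; 2 h RT.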
Pol kappa inh: inhibitors of human DNA polymerase kappa; purified Pol kappa, fluorescent DNA synthesis assay, 10 min; 0.53% of 400,000 active; AID 588579; Potency, µM (series often up to 107 µM), for inactives: at the top dose activity, negative = inhibition, usual class: inhibitors; further: on the % scale 0 is the no-effect control and ±100 the full control effect
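Readout: fluorescence, taken kinetically at 0 and 10 min. Conditions: 10 nM Pol kappa, 15 min RT compound preincubation, 50 nM substrate final. Controls: enzyme-free buffer wells.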
Anesthetic bind: candidate novel general anesthetic via apoferritin binding | apoferritin/1-aminoanthracene competitive binding, fluorescence | Potency, µM (highest dose often 77.5 µM), for the others: top-dose activity change, negative = displacement, actives largely listed as inhibitors | 0.074% of 350,000 active | AID 485281; further: on the % scale 0 is the no-effect control and ±100 the full control effect; nearly all actives have a fitted effect of over 20% in size
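Probe: 1-aminoanthracene (50% saturated, PBS). Protein: horse-spleen apoferritin, 10 uM. Incubation: 10 min, room temperature. Detection: 380 nm excitation, 535 nm emission. Analysis: normalized response, four-parameter Hill.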
* hit, by the source's call; u = inconclusive; x = no result given; & = joins results of further samples; [ ] = remark or other dose. The call rests on the fitted dose curve; in most records, active means well fitted curve in the direction sought with a large enough effect; inconclusive means small, poorly fitted or top-dose-only effect, or another doubt; inactive means no such curve, though single readings can be large; an effect the other way counts as inactive or inconclusive. Potency means the concentration at half of the fitted maximal effect.

SMILES	POLB inh	APEX1 inh	BLM helicase inh	Pol iota inh	Pol eta inh	BAZ2B inh	G9a block	Pol kappa inh	Anesthetic bind
Cc1cc(C)c(NC(=O)C2CCN(c3nc4ccccc4n4cccc34)CC2)c(C)c1	15%	x	-6%	26%	x	-30%	u	3%	-23%
Cn1c(NCc2ccccc2O)nc2ccccc21	21%	-3%	-4%	19%	-9%	1%	3%[59 µM]	-19%	-22%
Cc1noc(C)c1C(=O)N1CCC2(CC1)CCN(c1ncccn1)CC2	x	6%	-2%	x	x	x	0%[12.7 µM]	-13%[60.1 µM]	x
Cc1ccnc(NC(c2ccncc2)c2c(C)[nH]c3ccccc23)c1 (configuration not stated)	38%	2%	4%	13%	-16%	u	10µM*	-4%	-8%
O=C(CCC1CCCC1)N=C1SC2CS(=O)(=O)CC2N1Cc1ccccc1 (configuration not stated)	23%	46%	1%	15%	-6%	-2%	4%	-13%	-5%
COc1ccc(C(=O)N2CC3(C)CC2CC(C)(C)C3)cc1 (configuration not stated)	-25%	1%	-6%	14%	-1%	2%	0%[59 µM]	-13%	u
Nc1cc(=O)[nH]n1C1CCCCC1	-2%	2%	-2%	10%	-12%	0%	9%	-5%	-5%
CCOC(=O)CN1C(=O)Nc2ccc(Br)cc2C1c1ccccc1 (configuration not stated)	14%	3%	-2%	-7%	-10%	-10%	45%	-12%	u
CCN(CC)S(=O)(=O)c1cc(OC)c(Cl)cc1Cl	3%	1%	-2%	22%	-11%	15%	-2%	-10%	u
CCCCOC(=O)Nc1ccc(C(=O)OCCC)cc1	14%	1%	-8%	3%	-14%	83%[activator]	111%[activator]	-9%	-18%
Cc1ccc(NC(=O)CSc2nnc(NC(=O)CN3CCOCC3)s2)cc1	-1%	4%	-12%	-6%	3%	-37%	-16%[12.7 µM]	-15%	-10%
O=C(CCC1CCCCC1)NCCN1CCOCC1	19%	-11%	-1%	91%[activator]	7%	3%	-6%[59 µM]	-18%	-5%
CCOC(=O)c1cc2cc3ccccc3cc2[nH]1	11%	25%	-13%	8%	-10%	u	72%[activator][59 µM]	-3%	-6%
CCOc1ccc(C(=O)NNC(=O)CCNC(=O)c2ccc(Br)cc2)cc1OC	x	-12%	x	18%	-3%	-7%	-1%[59 µM]	-2%	x
CCN1CCN(C(=O)CS(=O)(=O)Cc2nc(-c3ccc(C)cc3)oc2C)CC1	-21%	3%	2%	39%[activator]	-5%	2%	u	-1%	2%
CCCCn1nnnc1SCC(=O)Nc1ccc(N(C)C)cc1	5%	3%	-4%	15%	-1%	-38%	45µM*	1%	-15%
CC12CCC=CC1C(c1ccc3ccccc3c1)N(Cc1ccccc1)C2=O (configuration not stated)	x	-6%	-13%	-11%	x	x	x	-6%	38%[activator]
CCOc1ncccc1C(=O)Nc1ccc(-c2cn3ccsc3n2)cc1	-1%	1%	-5%	11%	-7%	-2%	19%	8%	-6%
COC(=O)c1c(NC(=O)c2ccoc2C)sc(C)c1C	1%	-11%	-2%	15%	-2%	-2%	u	-5%	-5%
O=C(CCCOc1ccccc1)n1nnc2ccccc21	40%	-7%	-4%	134%[activator]	7%	0%	9%	3%	-18%

Record cards, as listed above. Order of screens: POLB inh | APEX1 inh | BLM helicase inh | Pol iota inh | Pol eta inh | BAZ2B inh | G9a block | Pol kappa inh | Anesthetic bind
CCCCn1nnnc1SCC(=O)Nc1ccc(N(C)C)cc1 across the screens: 5% | 3% | -4% | 15% | -1% | -38% | 45µM* | 1% | -15%
COC(=O)c1c(NC(=O)c2ccoc2C)sc(C)c1C across the screens: 1% | -11% | -2% | 15% | -2% | -2% | u | -5% | -5%
Cc1ccnc(NC(c2ccncc2)c2c(C)[nH]c3ccccc23)c1 (configuration not stated) across the screens: 38% | 2% | 4% | 13% | -16% | u | 10µM* | -4% | -8%
O=C(CCC1CCCC1)N=C1SC2CS(=O)(=O)CC2N1Cc1ccccc1 (configuration not stated) across the screens: 23% | 46% | 1% | 15% | -6% | -2% | 4% | -13% | -5%
Cn1c(NCc2ccccc2O)nc2ccccc21 across the screens: 21% | -3% | -4% | 19% | -9% | 1% | 3%[59 µM] | -19% | -22%

(next part)
SMILES	POLB inh	APEX1 inh	BLM helicase inh	Pol iota inh	Pol eta inh	BAZ2B inh	G9a block	Pol kappa inh	Anesthetic bind
C#CC(CC)(CC)NC(=O)c1c(C)noc1C	-21%	3%	1%	0%[58.9 µM]	-12%	-3%	2%[12.7 µM]	-2%	-12%
COC(=O)c1sc(NC(=O)COC(=O)C2CCC2)c(C(=O)OC)c1C	x	15%	x	24%	-14%	11%	12%	-15%	x
C=C(C)c1cccc(C(C)(C)NC(=O)N2CCN(CC)CC2)c1	11%	8%	0%	5%	-13%	2%	0%[59 µM]	-8%	-4%
CCOc1ccc(C(=O)NC(=S)Nc2ccc(N3CCOCC3)c(Cl)c2)cc1[N+](=O)[O-]	-16%	-1%	-3%	16%	-21%	-11%	-7%[59 µM]	-6%	-8%
CC[n+]1c(/C=C(\C)Nc2ccccc2)sc2ccccc21	1%	6%	-11%	64%[activator]	-13%	50µM*	u	-1%	2%
COc1ccc(CN2C(=O)Cc3c2nc(N)c2c(N)nc(N4CCCCC4)c(C#N)c32)cc1	-15%	-8%	-20%	x	x	-34%	u	x	-16%
COc1cc(-c2noc(C)c2C(=O)NCCc2cccs2)cc(OC)c1OC	x	1%	x	14%	-19%	x	x	-18%	x
COc1cccc(-c2nc(SCc3cc(=O)c4cc(Cl)ccc4[nH]3)n[nH]2)c1	-25%	x	-1%	24%	-15%	4%	7%[59 µM]	-2%[60.1 µM]	u
COCCCNC(=O)C[C@H]1C[C@H](C(=O)N(C(C)C)C(C)C)[C@@]2(C)c3[nH]c4cc(-c5ccco5)ccc4c3CCN2C1=O	x	5%	x	u	-15%	x	x	2%	x
COc1ccccc1CNC(=O)CCc1cn(C)c2ccccc12	0%	-9%	-3%	9%	-24%	-18%	-18%	8%	-1%
COc1ccc(NC(=O)CN2CCN(CC(=O)Nc3ccc(OC)c(OC)c3)CC2)cc1	1%	11%	1%	18%	-7%	-1%	-8%[12.7 µM]	-6%	4%
CCOc1ccc(CN(C)CC(=O)NNC(=O)c2ccc(Cl)cc2)cc1OC	-18%	5%	4%	9%	-13%	-38%	-12%[59 µM]	4%	2%
Cc1cccc(C(=O)NCC(=O)OCC(=O)N2CCc3ccccc32)c1	-11%	u	-1%	46%[activator]	2%	0%	7%	-6%	u
Cc1ccc(OCC(=O)Nc2ccc(CN3CCOCC3)cc2)cc1	u	18%	1%	25%	5%	-1%	u	-12%	u
CC(CN1CCOCC1)OC(=O)C1COc2ccccc2O1 (configuration not stated)	4%	0%	4%	38%[activator]	-19%	-31%	-32%	-8%	-8%
c1ccc(Nc2nc(-c3cccnc3)nc3ccccc23)cc1	x	-2%	2%	x	x	x	2%[0.501 µM]	3%[60.1 µM]	x
Cc1ccc(C(=O)OCC(=O)Nc2sccc2C(N)=O)cc1NC(=O)c1ccco1	-14%	-7%	-18%	u	u	-34%	0.89µM*	-10%	-23%
CC(/C=N/NC(=O)c1cccnc1)=C\c1ccco1	9%	4%	-5%	-19%	-5%	-2%	-9%[12.7 µM]	0%	1%
CC(=O)Nc1c(C)nn(-c2ccccc2)c1N1CCC(C(=O)Nc2ccccc2C(F)(F)F)CC1	1%	x	-1%	0%	1%	10%	32%[59 µM]	-8%[60.1 µM]	-1%
COc1ccc(N/N=C(\C#N)C(=N)N2CCCCC2)cc1	0%	5%	-3%	26%	-18%	-37%	x	-2%	-5%
COc1cccc(-c2nc(S(=O)(=O)c3ccccc3)c(N3CCCCC3)o2)c1	12%	x	-10%	4%	x	-39%	u	9%	-17%
CCc1ccccc1NS(=O)(=O)c1c(C(=O)N2CCCCCC2)c(C)n(C)c1C	9%	11%	-3%	10%	2%	u	-4%	-2%	6%
COc1ccc(N=N/C(=C\O)C(=O)c2cccs2)cc1	u	-1%	-7%	37%[activator]	-16%	11µM*	20µM*	-18%	u
COC(=O)C(CCSC)NC(=O)c1cc2c(n(-c3ccc(Cl)cc3)c1=O)CCCC2=O (configuration not stated)	19%	x	-2%	3%	5%	-7%	-24%[59 µM]	6%	-18%
Cc1ccc(C(=O)N2CCCN(c3nc4cc5c(cc4cc3C#N)OCO5)CC2)cc1	5%	-6%[12.4 µM]	0%	u	-7%	64%[activator]	47%[59 µM]	-13%	98%[activator]
COc1ccc(C(=O)C2CCCN(S(=O)(=O)N(C)C)C2)c(C)c1 (configuration not stated)	-14%	50%	0%	47%[activator]	-2%	-22%	-7%	5%	-22%
CCC1=C(c2ccc(C)cc2)S(=O)(=O)N=C1N1CCC(C(=O)NCCc2ccc(Cl)cc2)CC1	0%	x	-7%	21%	-7%	-2%	-6%[59 µM]	2%	u
CC(C1CC1)N(Cc1ccccc1)C(=S)Nc1ccccc1Cl (configuration not stated)	23%	2%	-12%	-7%	-13%	-2%	35%	-4%	-3%
COc1ccccc1C(=O)NCC(=O)N/N=C/c1cn[nH]c1-c1ccccc1	8%	16%	4%	7%	-1%	11%	11%	-9%	u
Cn1cc([N+](=O)[O-])c(C(=O)NC2CCCCCC2)n1	-16%	-11%	0%	3%	5%	-4%	-8%[0.501 µM]	-1%	-18%
O=S(=O)(c1ccc(Br)cc1)N1CCN(c2ccc3nnc(-c4ccccc4)n3n2)CC1	0%	-2%	-1%	14%	-18%	7%	-3%	1%	-5%
CCC(=O)N1CCc2cc(S(=O)(=O)CCC(=O)NCc3ccccc3OC)ccc21	2%&57%	17%	2%&-1%	7%&34%	-9%&-7%	2%	16%	5%&6%	-7%&-11%
O=C(c1cc(C2CC2)nc2ccccc12)N1N=C(C(F)F)CC1(O)C(F)F (configuration not stated)	10%	0%	-2%	19%	-25%	1%	-6%[59 µM]	-13%	u
COc1ccc(NC(=S)Nc2ccc(OCc3ccccc3)cc2)cc1OC	27%	2%	-9%	5%	-2%	-12%	-13%[59 µM]	-1%	-19%
CCCC(=O)Nc1ccc(C(=O)NNC(=O)c2ccccc2Br)cc1	13%	-2%	-3%	-29%[58.9 µM]	-14%	10%[57.1 µM]	22µM*	-5%	-9%

Only part of the results is shown; count on the stated rates, not on these rows.
